# H69AR growth 86K = blocks growth of human H69AR lung tumor cells; AID 598; viability, % at 10 µM; H69AR lung tumor viability, ATP luminescence, 72 h; stronger effect = lower value; 85,000 tested, 6% active;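 active means viability at or below 40%; inactive means viability above 40%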;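 further: multidrug resistant small cell line overexpressing MRP-1 efflux transporter; 100% = mean luminescence of untreated control wells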
# CD11b adhes inh = blocks human CD11b/CD18 adhesion to fibrinogen; K562 CD11b/CD18 adhesion to fibrinogen, ATPlite luminescence; Mn2+ added to activate the integrin; 93,000 tested, 0.54% active; P05107+P11215; AID 1497; inhibition, % at 10 µM;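 active means primary inhibition of 50% or more at 10 µM, then 40% or more on retest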; further: some results filed as inactive read as strong as hits
# Lung fibro prol = blocks proliferation of human lung fibroblasts. AID 719. viability, % at 10 µM. LL 47 human lung fibroblast viability, ATP luminescence; stronger effect = lower value. 85,000 tested, 1.1% active;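 active means viability at or below 50% in the single dose screen; inactive means viability above 50%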;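 further: compound exposure lasted 72 h before the ATP readout; 100% = median luminescence of untreated cell-only wells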
#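 Test system: LL 47 human lung fibroblasts / Incubation: 72 h compound exposure at 37 °C after overnight plating / Technique: luminescent ATP detection, CellTiter-Glo / Compound dosing: 0.1% DMSO in all compound wells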
# ERa SRC1 pot = ER-alpha (human) coactivator binding potentiation; P03372; TR-FRET ERalpha-LBD/SRC-Cy5 coactivator binding, 2 h; 100 = basal binding, no effect; coactivator binding (% of control), % at 25.6 µM; 86,000 tested, 1.3% active; AID 639; in the data active means activity above about 200%;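 further: binding measured in presence of low estradiol as agonist stimulus; 0% = peptide alone without receptor and 100% = receptor with peptide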
# Target sequence (P03372 whole entry, looked up, the tested form may be a part): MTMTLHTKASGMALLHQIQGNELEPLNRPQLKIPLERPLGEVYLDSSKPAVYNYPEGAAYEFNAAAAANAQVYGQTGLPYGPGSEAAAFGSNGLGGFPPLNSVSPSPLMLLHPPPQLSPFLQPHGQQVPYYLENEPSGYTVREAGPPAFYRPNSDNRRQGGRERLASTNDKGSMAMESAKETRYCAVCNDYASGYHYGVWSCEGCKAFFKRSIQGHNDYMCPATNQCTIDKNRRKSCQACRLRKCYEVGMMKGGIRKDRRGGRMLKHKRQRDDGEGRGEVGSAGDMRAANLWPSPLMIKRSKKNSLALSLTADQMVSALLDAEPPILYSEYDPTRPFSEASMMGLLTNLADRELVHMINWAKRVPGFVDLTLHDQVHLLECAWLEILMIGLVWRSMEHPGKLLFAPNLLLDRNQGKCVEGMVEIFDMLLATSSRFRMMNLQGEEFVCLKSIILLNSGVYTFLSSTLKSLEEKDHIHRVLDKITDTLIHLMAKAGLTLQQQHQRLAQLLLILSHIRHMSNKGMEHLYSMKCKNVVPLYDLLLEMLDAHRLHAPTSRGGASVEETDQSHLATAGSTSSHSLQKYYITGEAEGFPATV
# Mac1 fbg enh = CD11b/CD18-fibrinogen binding enhancement | activation, % at 10 µM | K562 CD11b/CD18 adhesion to fibrinogen, ATPlite luminescence | P05107+P11215 | 93,000 tested, 0.07% active;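 active means 10 µM primary screen giving 50% or more activity, confirmed by 40% or more on retest at that dose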; further: strong numbers were not always called active
# HUVEC prolif 384 = human endothelial cell proliferation inhibition; HUVEC proliferation, CellTiter-Glo luminescence, 72 h; stronger effect = lower value; viability, % at 10 µM (by protocol); 86,000 tested, 1.1% active; AID 648;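 active means viability at or below 30%; inactive means viability above 30%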;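 further: 100% = median luminescence of DMSO-only cell control wells on each plate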
# ERa SRC1 inh = ER-alpha (human) coactivator binding inhibition. P03372. TR-FRET ER-alpha LBD / SRC-1 peptide, estradiol-bound. inhibition, % at 25.6 µM. 86,000 tested, 1.7% active. AID 629; in the data active means inhibition above about 50%;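 further: 0% = receptor plus peptide control and 100% = peptide only without receptor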
# CYP2C19 activ = cytochrome P450 2C19 (human) activation | P33261 | recombinant CYP2C19, luciferin-H EGE luminescence; stronger effect = higher value; 0 = fully inhibited enzyme, 1 = untreated enzyme | 96,000 tested, under 10 active | activation factor at 5 µM;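 active means activation factor of at least 2 at 5 µM in the primary screen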;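 further: 0 = wells with 2.5 mM tranylcypromine and 1 = vehicle-only wells; values of inactives mirror those of a sister screen read the other way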
# CYP2C19 inhib = blocks human cytochrome P450 2C19 | P33261 | CYP2C19 Supersomes, luciferin-H EGE luminescence, 30 min | inhibition, % at 5 µM | 96,000 tested, 21% active;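 active means CYP2C19 inhibition above a set limit at 5 µM in the primary screen, cut at about 50% in these data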;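 further: plate controls were negative control wells for no effect and 2.5 mM tranylcypromine positive control for full effect; values of inactives mirror those of a sister screen read the other way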
# * hit, by the source's call; . = no result given; & = joins results of further samples; [ ] = another dose, or the depositor's remark.
SMILES,H69AR growth 86K,CD11b adhes inh,Lung fibro prol,ERa SRC1 pot,Mac1 fbg enh,HUVEC prolif 384,ERa SRC1 inh,CYP2C19 activ,CYP2C19 inhib
Cc1cc2nnc(SC3CCCCN(C(=O)c4ccc(F)cc4)C3=O)n2c2ccccc12 (stereo not drawn),65,15,102,106,-2,83,0[fluorescence artefact?],0.2,84*
Nc1ccc(Cl)c(NC(=O)c2cccs2)c1,106,12,100,100[fluorescence artefact?],4,86,7,1.2,-17
CCCCN(CC)CCCNC(=O)C1c2ccccc2C(=O)N(C)C1c1cn(C)c2ccccc12 (stereo not drawn),74,2,90,122,-3,86,-12,0.9,9
CS(=O)(=O)Nc1ccc(C(=O)N2CCN(c3ccccc3)CC2)cc1,99,-2,99,92,-2,96,-1,1.1,-8
CCOc1ccccc1NC(=O)N1CCC(NC(=O)c2ccccc2C)CC1,91,-10,97,63,-1,96,17,0.9,7
CSCC[C@H](NC(=O)OC(C)(C)C)c1nnc(SCc2ccc(F)cc2)o1,.,16,83,119,-3,104,-8,0.1,88*
COc1cccc(CNn2c(-c3cccc(C)c3)nc3ccccc3c2=O)c1O,.,6,96,113,1,92,-8,0.2,80*
Cc1cc(C)c2oc(-c3ccc(Cl)c(NC(=O)c4ccc(C#N)cc4F)c3)nc2c1,22*,.,20*,143[fluorescence artefact?],.,57,-3,0.9,12
COc1ccc(OCC(O)CN(C2CCCCC2)C2CCCCC2)cc1 (stereo not drawn),91,-13,89,99,5,82,1,1,-4
O=C(CSc1nc(-c2ccco2)cc(C(F)(F)F)n1)NCCc1ccccc1,79,-3,96,106,2,100,-37,0.8,16
O=C(NNc1c2ccccc2nc2ccccc12)c1ccc(O)cc1O,.,14,.,.,26,.,.,0.3,66*
O=C(c1cccs1)N1CCN(C(=O)N2CCOCC2)CC1,99,-23,107,121,0,98,-7,1,2
Cc1cc(C(=O)CSc2nnc(Cc3ccccc3)o2)c(C)n1Cc1ccc2c(c1)OCO2,.,50,.,.,-3,.,.,0.7,34
COc1ccc(N(CC(=O)N2c3ccccc3CC2C)S(=O)(=O)c2c(C)nn(C)c2C)cc1 (stereo not drawn),96,-8,94,88,0,94,2,0.2,80*
COc1cc(C)ccc1OCCOCCOc1ccccc1Br,.,6,.,.,-5,.,.,0.7,27
Cc1nc(CNS(=O)(=O)c2ccc(Oc3ccccc3)cc2)cs1,97,92*,95,109,-8,78,-6,0.3,73*
NCC12CC3CC(C1)CC(CN)(C3)C2,98,4,105,95,-3,84,-4[fluorescence artefact?],0.9,12
CCCOc1ccc(C(=O)N2CCCC2C(=O)O)cc1 (stereo not drawn),92,-3,99,121,-2,98,6,1,-1
Cc1ccc(/C=N/NC(=O)CC2N=C(Cc3ccccc3)NNC2=O)cc1 (stereo not drawn),92,.,98,113[fluorescence artefact?],.,91,-6,.,.
C#CCN1C(=O)C(O)(CC(=O)c2ccc(OC)c(OC)c2)c2ccccc21 (stereo not drawn),41,-7,98,102,3,102,-8,0.7,31
COc1cc(/C=C(/C#N)c2ccc(F)cc2)ccc1OCc1ccc(C(=O)O)o1,102,4,110,81[fluorescence artefact?],0,78,-6,0.9,5
Fc1ccc(SCCc2ccncc2)cc1,88&96,12,93&97,100&104,-5,91&100,-12&-4,0&0,97*
CCOC(=O)Cn1cc(C(=O)c2cccs2)c2ccccc21,97,-2,101,97,-2,100,14[fluorescence artefact?],0,97*
CC1CCc2nc(NC(=O)C3CC3)sc2C1 (stereo not drawn),94,11,96,83,-5,88,3,1,4
O=S(=O)(Nc1cccnc1)c1cccs1,90,-22,100,105,-1,96,0,1,-2
O=C(COc1cccc(Oc2ccccc2)c1)Nc1ncccn1,96,-15,102,125,-4,110,1,0.6,38
COc1cc(C(C)=O)ccc1OCC(O)CNCC1(N2CCCCC2)CCCCC1 (stereo not drawn),75,-10,93,120,-2,100,3,1.1,-8
O=c1c2ccccc2nc(CSc2ncnc3nc[nH]c23)n1-c1cccc(C(F)(F)F)c1,79,6,108,79[fluorescence artefact?],-2,99,4[fluorescence artefact?],1.1,-13
O=C(NCCc1c[nH]c2ccccc12)c1cnc2sccn2c1=O,63,-4,105,116[fluorescence artefact?],4,84,-3,0.1,89*
COc1ccc(C2c3c(-c4ccccc4O)n[nH]c3C(=O)N2CCc2ccc(OC)c(OC)c2)cc1 (stereo not drawn),68,9,90,72,10,78,15,0.1,86*
O=C(COc1ccc(S(=O)(=O)N2CCOCC2)cc1)Nc1ccc2c(c1)OCCO2,.,-4,92,118,3,94,-6,1,-1
COc1cc(OC)c2c(c1)OC(c1ccc(OC)c(OC)c1)C(O)C2=O (stereo not drawn),93,10,94,97,-2,103,-5,0.9,9
COc1ccc(NS(=O)(=O)c2ccc(OC)c3ccccc23)cn1,55,20,110,69,-7,106,-15,0.8,17
COC(=O)c1ccccc1Nc1cc(C)nc2nc(C)nn12,86,.,97,141,.,104,-9,.,.
Cc1ccc(OCCNS(=O)(=O)c2ccc(N3CCCC3=O)cc2)cc1,95,.,103,97,.,114,11,.,.
COc1ccc(OC)c(N=CC2=C(O)CC(C)(C)CC2=O)c1,94,2,97,88[fluorescence artefact?],1,96,-7[fluorescence artefact?],1,3
CN1CCN(CC(=O)Nc2sc3c(c2C#N)CCC(C(C)(C)C)C3)CC1 (stereo not drawn),2.4*,-7,2.6*,95,3,2.1*,-6,0.7,26
CCCC(=O)Nc1cccc(C(=O)Nc2nccs2)c1,90,-8,109,75,-1,102,-10,0.8,20
c1csc(-c2nc3nc4ccccc4nc3n2Cc2ccc3c(c2)OCO3)c1,74,.,99,109[fluorescence artefact?],.,90,28,0.1,90*
COc1ccc(-c2noc(-c3ccccc3C(=O)Nc3cccnc3)n2)cc1,76,0,95,97[fluorescence artefact?],2,87,-5,0.8,17

# An excerpt from above in order of their number in ERa SRC1 inh, high to low.
Molecule | ERa SRC1 inh
c1csc(-c2nc3nc4ccccc4nc3n2Cc2ccc3c(c2)OCO3)c1 | 28
COc1cc(C(C)=O)ccc1OCC(O)CNCC1(N2CCCCC2)CCCCC1 (stereo not drawn) | 3
COc1ccc(N(CC(=O)N2c3ccccc3CC2C)S(=O)(=O)c2c(C)nn(C)c2C)cc1 (stereo not drawn) | 2
O=S(=O)(Nc1cccnc1)c1cccs1 | 0
O=C(c1cccs1)N1CCN(C(=O)N2CCOCC2)CC1 | -7
COC(=O)c1ccccc1Nc1cc(C)nc2nc(C)nn12 | -9

# (next part)
SMILES,H69AR growth 86K,CD11b adhes inh,Lung fibro prol,ERa SRC1 pot,Mac1 fbg enh,HUVEC prolif 384,ERa SRC1 inh,CYP2C19 activ,CYP2C19 inhib
Cn1c(=O)oc2cc(S(=O)(=O)NCCC(=O)NC3CCCc4ccccc43)ccc21 (stereo not drawn),93,-45,97,127,-4,93,-1,0.9,10
CCc1ccccc1NC(=O)N[C@H](C(=O)O)C(C)C,96,2,111,95,-4,94,-8,1,-2
CCn1c(Cc2ccccc2)nnc1SCC(=O)Nc1nc(C)c(C)s1,84,-1,101,93,5,100,23,0.8,24
Cc1ccc(OCCC(=O)OCC(=O)Nc2ccc(Cl)cn2)cc1,81,0,86,63[fluorescence artefact?],-1,87,19,0.8,17
COc1cccc(NC(=O)c2ccccc2-c2nc(-c3ccc(F)cc3)no2)c1,85,25,98,126,-3,93,1,0.7,26
COc1ccc(C(=O)/C=C/Nc2cccc(O)c2)cc1,89,83,98,81,-4,86,-5,0.9,7
O=C(NC1(C(F)(F)F)C(=O)Nc2c1c(=O)[nH]c(=O)n2-c1ccccc1)c1cccnc1 (stereo not drawn),97,-17,103,106,-2,96,-28,0.9,12
O=c1c(C(c2ccccc2)c2c(O)nc3n(c2=O)CCCS3)c(O)nc2n1CCCS2,92,.,98,113,.,99,9,0.8,19
CC(=O)Nc1ccc(S(=O)(=O)Nc2nc(CN3CCOCC3)nc3sc4c(c23)CCCC4)cc1,87,5,98,83,-4,93,-1,1.1,-11
CCN1C(=O)/C(=C/c2cn(C)nc2C)SC1=S,.,6,.,.,-2,.,.,1,-1
Cc1ccc(S(=O)(=O)NC(C)(C)CSc2nnc(Nc3ccccc3)s2)cc1,87,-9,101,111,8,58,5,0.6,36
CC(NC(=O)CC(O)(C(F)(F)F)C(F)(F)F)c1ccccc1 (stereo not drawn),94,5,95,115,1,89,-4[fluorescence artefact?],0.2,78*
O=S(=O)(Nc1nc(CN2CCOCC2)nc2sc3c(c12)CCCC3)c1cc(F)ccc1F,67,21,93,87,-6,86,5[fluorescence artefact?],1,0
Brc1ccc(-c2nnc(-c3ccccc3)c(N3CCSCC3)n2)cc1,.,-11,.,.,4,.,.,1,2
Cn1c(=O)oc2cc(S(=O)(=O)N3CCCC3)ccc21,95,24,96,113,4,107,-4,0.8,18
O=C(CSc1nnc(-c2cccs2)n1Cc1ccccc1)NCc1ccc2c(c1)OCO2,75,-4,89,102,-3,85,3,0.5,53*
CCCc1ccc(C(C)NC(=O)c2cnccn2)cc1 (stereo not drawn),97,.,88,66,.,101,16[fluorescence artefact?],0.2,76*
O=C(c1ccc(-c2ccccc2)cc1)N1CCN(c2ncccn2)CC1,87,-27,95,123,-3,111,3,0.6,44
COC(=O)c1cc(OC)c(OC)cc1NC(=O)CCCCCN1C(=O)CCC1=O,.,-26,106,102[fluorescence artefact?],6,81,-1,0.4,62*
CC(C)CC(c1nnnn1C(C)(C)C)N1CCN(C2CCCC2)CC1 (stereo not drawn),97,1,101,101,2,101,-1,0.9,8
COc1ccccc1S(=O)(=O)Cc1ccc(C(=O)N2CCN(c3ccccn3)CC2)o1,.,2,.,.,-5,.,.,0.5,53*
COc1ccc(Cl)cc1C(=O)NCc1cn(C)nc1C,86,.,92,122,.,83,-4,0.9,10

# Some values from the results shown.
# Cc1ccc(/C=N/NC(=O)CC2N=C(Cc3ccccc3)NNC2=O)cc1 (stereo not drawn) – H69AR growth 86K = 92
# CCCc1ccc(C(C)NC(=O)c2cnccn2)cc1 (stereo not drawn) – CYP2C19 inhib = 76*

# Screening results: PubChem, several laboratories
